Source: PubChem (National Center for Advancing Translational Sciences (NCATS))
ELG1 genotoxic: induces genotoxicity in HEK293T cells with luciferase-tagged ELG1. Potency, µM (titrated, usually from 46 µM), for inactives: at the highest dose activity change, positive = activation, most hits filed as activators. 330,000 compounds, 1.3% hits. HEK293T ELG1-luciferase reporter, luminescence, 16 h; also: potency is read from the fitted curve at half-maximal effect; % of control where 0% means no effect; nearly all actives have a fitted effect of over 60% in size
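Step 1: seed 2,000 HEK293T ELG1-luciferase cells per well. Step 2: add compound or DMSO, incubate 16 hr at 37 °C. Step 3: ONE-Glo, 30 min at room temperature, read luminescence.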
FLuc counter: counter-screen for miR-21 project: firefly luciferase inhibitors or activators; P08659; purified FLuc, Km substrates, luminescence inhibition; Potency, µM (top dose mostly 57.5 µM), for the others: top-dose activity change, negative = inhibition, hits mostly inhibitors; 360,000 compounds, 6.9% hits; AID 588342;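 also: potency is read from the fitted curve at half-maximal effect; plate controls were vehicle for no effect and reference inhibitor for full effect; nearly all actives have a fitted effect of over 55% in size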
Target sequence (P08659 whole entry, looked up): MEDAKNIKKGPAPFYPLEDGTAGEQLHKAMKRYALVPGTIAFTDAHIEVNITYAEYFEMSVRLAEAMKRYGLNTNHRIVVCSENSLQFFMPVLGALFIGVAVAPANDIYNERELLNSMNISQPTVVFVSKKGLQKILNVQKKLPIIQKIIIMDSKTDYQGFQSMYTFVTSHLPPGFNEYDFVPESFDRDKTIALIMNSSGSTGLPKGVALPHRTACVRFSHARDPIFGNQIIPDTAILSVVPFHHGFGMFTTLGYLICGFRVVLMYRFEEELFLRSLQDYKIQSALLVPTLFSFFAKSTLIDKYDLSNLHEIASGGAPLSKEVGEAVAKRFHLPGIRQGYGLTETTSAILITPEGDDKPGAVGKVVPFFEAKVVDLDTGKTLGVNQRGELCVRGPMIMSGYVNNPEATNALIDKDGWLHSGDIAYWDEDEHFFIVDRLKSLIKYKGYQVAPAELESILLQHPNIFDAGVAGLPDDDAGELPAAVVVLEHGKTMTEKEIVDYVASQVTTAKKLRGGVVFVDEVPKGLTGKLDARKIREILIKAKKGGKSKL
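Purified P. pyralis luciferase, 10 nM final, with Km-level 10 uM D-luciferin and 10 uM ATP in 50 mM Tris acetate pH 7.5, 10 mM Mg acetate, 0.01% Tween-20, 0.05% BSA; 6-point qHTS titration about 60 µM downward; luminescence read.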
TRPV1 agonist: human TRPV1 agonism. 320,000 compounds, 0.19% hits. activation, % at 8.33 µM. TRPV1-expressing cells, Fluo-8 calcium influx, agonist mode. AID 540275; in the data active = activation above about 80%; inconclusive = between about 30% and that limit; also: 0% is about no effect
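Cells expressing TRPV1 were dye-loaded with Fluo-8 and read kinetically: 10 s baseline, 3 min after compound (agonist portion), then 2 min after EC20 capsaicin (allosteric enhancer portion). Calcium-bound dye fluorescence at 480/520 nm.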
Gal4-VP16 FLuc: counter-screen for ROR gamma inhibitors: Gal4-VP16 reporter | Drosophila S2 Gal4-VP16 UAS-luciferase, luminescence, 20 h | Potency, µM (series often up to 53.6 µM), without a hit: top-dose activity, negative = inhibition, actives largely listed as inhibitors | 310,000 compounds, 3.5% hits | AID 2546;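 also: Gal4-VP16 expression switched on by copper sulfate through the metallothionein promoter; potency is read from the fitted curve at half-maximal effect; % is scaled to controls: 0 for no effect and ±100 for the full control effect; nearly all actives have a fitted effect of over 50% in size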
ELG1 repair inh: ELG1-dependent DNA repair inhibition. Potency, µM (doses to about 46.1 µM), for the others: top-dose activity change, negative = inhibition, actives largely listed as inhibitors. AID 504467. 330,000 compounds, 2.3% hits. HEK293T ELG1-luciferase reporter, luminescence, 16 h; DNA damage induced by 5-fluorouridine; also: potency is read from the fitted curve at half-maximal effect; % is scaled to controls: 0 for no effect and ±100 for the full control effect; nearly all actives have a fitted effect of over 55% in size
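Cells (2,000 per well) received 5-fluorouridine plus test compound or DMSO and were incubated 16 hr at 37 °C, 5% CO2. Luciferase activity was read by luminescence 30 min after ONE-Glo addition; signal suppression marked inhibition of damage-induced ELG1 function.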
NPC1 prom act: activates the NPC1 promoter | Potency, µM (titrated, usually from 9.22 µM), for inactives: at the top dose activation, hits mostly activators | Huh7 NPC1 promoter luciferase reporter, 24 h | 320,000 compounds, 2.4% hits | AID 485313;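 also: potency is read from the fitted curve at half-maximal effect; % of control where 0% means no effect; nearly all actives have a fitted effect of over 60% in size; reporter is driven by a mutant NPC1 promoter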
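Huh7 reporter cells (NPC1 promoter driving luciferase) are dosed with compound for 24 h at 37 °C, 5% CO2; luciferase detection reagent is then added and luminescence measured after 10 min at ambient temperature.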
BRCA1 expr act: activators of BRCA1 expression; MCF7-BRCA1-FFLuc reporter, luminescence, 48 h; response scale: scaled: vehicle 0%, 10 µM genistein 100%; Potency, µM (series often up to 46.1 µM), for the others: at the top dose activation, most hits filed as activators; 380,000 compounds, 1.1% hits; also: potency is read from the fitted curve at half-maximal effect; nearly all actives have a fitted effect of over 80% in size; some results filed as inactive show a strong effect at the top dose
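Quantitative HTS in MCF7 cells stably reporting BRCA1 expression via firefly luciferase. Compound treatment lasts 48 h at 37 °C in phenol-red free MEM. Activation is expressed relative to genistein at 10 microM and DMSO.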
RORgamma inh: ROR gamma (mouse) transcription inhibition; P51450; Potency, µM (doses to about 53.6 µM), without a hit: at the top dose activity change, negative = inhibition, hits mostly inhibitors; Drosophila S2 Gal4-RORgamma UAS-luciferase reporter, 20 h; 310,000 compounds, 5.4% hits; also: potency is read from the fitted curve at half-maximal effect; % is scaled to controls: 0 for no effect and ±100 for the full control effect; nearly all actives have a fitted effect of over 60% in size
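Luciferase reporter read in Schneider cells carrying Gal4-RORγ (mouse) and UAS-Photinus luciferase; cells given compound 1 h before 700 uM copper sulfate induction, then incubated 20 h at ambient temperature.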
p53 reactivator: re-activators of mutant p53; H1299 p53-A138V BP100-luciferase reporter, luminescence, 24 h; Potency, µM (top dose mostly 92.2 µM), without a hit: top-dose activity change, positive = activation, most hits filed as activators; 320,000 compounds, 0.063% hits; also: potency is read from the fitted curve at half-maximal effect; % of control where 0% means no effect; nearly all actives have a fitted effect of over 45% in size
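p53-null H1299 cells stably carrying temperature-sensitive p53-A138V and a BP100-luciferase reporter were pinned with compounds (4-point, 1:5 series) and held 24 hrs at 37 deg C. Luminescence was read 10 min after detection reagent.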
Tb PFK inh: blocks T. brucei phosphofructokinase; AID 485367; 330,000 compounds, 0.17% hits; Potency, µM (series often up to 57.5 µM), without a hit: at the top dose activity, negative = inhibition, usual class: inhibitors; O15648; T. brucei PFK, ADP-Glo luminescence;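 also: potency is read from the fitted curve at half-maximal effect; 0% = uninhibited 1x PFK enzyme wells and -100% = no-enzyme wells; nearly all actives have a fitted effect of over 60% in size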
Target sequence (O15648 whole entry, looked up): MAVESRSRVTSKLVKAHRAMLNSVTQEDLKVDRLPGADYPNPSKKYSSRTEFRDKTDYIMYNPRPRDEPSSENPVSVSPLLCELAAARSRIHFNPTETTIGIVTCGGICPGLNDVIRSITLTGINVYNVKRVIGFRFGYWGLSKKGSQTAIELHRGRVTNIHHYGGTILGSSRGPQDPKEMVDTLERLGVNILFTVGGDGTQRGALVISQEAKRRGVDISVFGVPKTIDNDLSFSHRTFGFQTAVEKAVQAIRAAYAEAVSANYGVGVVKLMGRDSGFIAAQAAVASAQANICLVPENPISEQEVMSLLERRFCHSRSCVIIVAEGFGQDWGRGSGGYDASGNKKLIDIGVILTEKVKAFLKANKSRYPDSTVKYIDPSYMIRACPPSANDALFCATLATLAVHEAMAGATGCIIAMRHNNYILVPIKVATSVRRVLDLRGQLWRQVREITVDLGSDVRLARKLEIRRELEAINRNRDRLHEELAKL
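In TEA buffer at pH 8.0 with 5 mM MgCl2, enzyme (1.25 nM) converted F6P (0.5 mM) and ATP (0.1 mM) for 45 min at room temperature. ADP product was read by luciferase luminescence.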
Rab9 prom act: activates the Rab9 promoter; Huh7 Rab9 promoter-luciferase reporter, luminescence, 24 h; Potency, µM (doses to about 9.22 µM), inactives show top-dose activation, negative = inhibition, most hits filed as activators; 320,000 compounds, 2.8% hits; AID 485297; also: potency is read from the fitted curve at half-maximal effect; % of control where 0% means no effect; nearly all actives have a fitted effect of over 60% in size
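Promoter activation is measured as luciferase luminescence in Huh7 cells stably transfected with a Rab9 promoter–luciferase construct, following 24 h compound exposure at 37 °C and 10 min reagent incubation at ambient temperature.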
Numbers without * were called inactive; ? = inconclusive; / = no result given; & = joins results of further samples; [ ] = dose if it differs, or a comment. Unless noted, calls follow the shape of the dose curve; as a rule, active = well fitted curve in the direction sought with a large enough effect; inconclusive = small, poorly fitted or top-dose-only effect, or another doubt; inactive = no such curve, though single readings can be large; an effect the other way counts as inactive or inconclusive. Not a hit list; overall some 15% were active at least once.

SMILES	ELG1 genotoxic	FLuc counter	TRPV1 agonist	Gal4-VP16 FLuc	ELG1 repair inh	NPC1 prom act	BRCA1 expr act	RORgamma inh	p53 reactivator	Tb PFK inh	Rab9 prom act
CC1CN(C(=O)CCNC(=O)c2ccc(Cl)cc2)CC(C)O1 (configuration not stated)	-0.4%	-0.1%	3.0	-13.1%	25.7%	-3.7%	4.8%	-11.9%	-3.6%	2.5%	-1.0%
CC(C)CNC(=S)N1CCC(Cc2ccccc2)CC1	-6.3%	-10.1%	?	?	-15.1%	-3.9%	-22.2%	10µM*	-6.9%	-2.4%	1.6%
COc1cc(C(=O)N/N=C/c2cn(Cc3ccccc3)c3ccccc23)ccc1O	1.2%	16.9µM*	9.1	?	-0.1%	2.0%	-7.0%	12.6µM*	-13.0%	11.8%	-0.4%
COc1ccc2c(ccc[n+]2CC(=O)c2ccccc2)c1	-0.9%	5.5%	1.1	-5.9%	-11.5%	-2.8%	-13.9%	-14.7%	/	1.0%	-4.0%
COc1ccc(Cn2nnnc2CN2CCC(c3nc4ccccc4s3)CC2)cc1	-17.4%	-4.7%	3.8	5.8%	?	1.1%	-68.3%	17.8%	0.7%	4.9%	-3.1%
C/C(=N\NC(=O)c1ccncc1)c1ccc(N2CCOCC2)cc1	-2.2%	5.0%	-2.2	/	13.6%	-5.0%	29.5%	/	-21.0%	-5.1%	-3.8%
COC(=O)C1(C)CC1(c1ccccc1)c1ccccc1 (configuration not stated)	-1.7%	-1.2%	-10.2	-2.6%	?	-0.2%	-14.1%	28.0%	-0.8%	-20.4%	-7.5%
COc1ccc(-c2nc3ccccn3c2/N=C/c2ccc(OC)c(OC)c2)cc1O	7.6%	13.5µM*	-0.7	-0.6%	?	-5.2%	60.1%	-0.4%[10 µM]	6.6%	6.4%	6.5%
CCOC(=O)c1c(-c2ccccc2)csc1NC(=O)CCN1CCOCC1	-4.1%	-1.0%	-6.0	2.5%	23.1µM*	-0.1%	-42.1%	-8.2%	0.5%	-5.8%	-4.3%
Cc1c(NC(=O)Nc2ccc(Cl)cc2)c(=O)n(-c2ccccc2)n1C	-1.6%	-1.7%	-5.4	-6.1%[0.365 µM]	6.8%	0.2%	-12.8%	-14.0%	-1.8%	-0.8%	-5.2%
CC(Oc1cccc(Cl)c1)C(=O)NCc1ccc(S(N)(=O)=O)cc1 (configuration not stated)	0.2%	0.5%	3.7	-0.1%	-2.9%	1.0%	0.6%	1.0%	-1.2%	-15.1%	8.3%
CCOC(=O)CNCCC(=O)c1ccc(Br)cc1	1.1%	-8.1%	5.3	?	15.1%	3.0%	-5.9%	-31.8%	-6.8%	0.5%	0.0%
CN(C)c1ccc(NC(=O)c2ccc3nsnc3c2)cc1	2.59µM*	5.36µM*	-8.4	?	?	?	?	-16.6%	13.0%	-9.7%	3.16µM*
COc1ccc(C(=O)NCC(=O)N/N=C/c2cccc(OC(=O)c3ccco3)c2)cc1OC	1.0%	?	8.0	28.6%	0.0%	-5.1%	1.6%	-9.5%	-2.0%	4.7%	-1.7%
O=C1CC(c2ccncc2)c2cc3c(cc2N1)OCO3 (configuration not stated)	1.6%	1.4%	-10.4	-7.2%	5.6%	0.6%	-18.8%	-19.6%	-16.3%	-7.9%	16.0%
N#Cc1ccc(COC(=O)CN2C(=O)NC3(CCCC3)C2=O)cc1	-0.9%	-0.6%	2.5	/	-4.9%	0.2%	3.1%	/	-11.7%	7.3%	-1.7%
Cc1cc(Br)ccc1NC(=O)CN1CCN(c2ccccn2)CC1	-2.1%	-2.7%	-1.4	1.8%	-6.5%	-3.0%	-14.4%	25.6%	-1.5%	0.3%	-1.6%[1.84 µM]
O=C(O)c1cc(OCc2ccccc2)cc(OCc2ccccc2)c1	-5.5%	1.2%	-0.6	3.5%	-5.0%	-0.9%	-28.3%	22.9%	-3.2%	0.1%	-8.0%
O=C(c1cccc(C(F)(F)F)c1)C1CCCN(Cc2ccc(OCCO)cc2)C1 (configuration not stated)	-8.7%	0.3%	6.5	-9.7%	?	0.7%	-24.3%	20.6%	-3.7%	0.8%	-2.0%
O=C(COC(=O)CNC(=O)c1ccc(Br)o1)Nc1ccccc1OC(F)F	4.1%	3.2%	0.8	2.4%	?	-6.8%	-1.5%	23.3%	?	-3.7%	-4.9%
O=C(COC(=O)c1cccc(OC(F)F)c1)Nc1cccc(S(=O)(=O)N2CCCC2)c1	-0.8%	/	/	/	-17.6%	/	-16.0%	/	27.0%	5.1%	/
COc1ccc(CCC(=O)Nc2ccc3c(c2)OCCO3)cc1	6.4%	?	-2.4	-4.5%	?	1.6%	6.0%	15.6%	?	-11.3%	2.8%
CN(C)c1ccc(CNc2ncnc3sccc23)cc1	-7.1%	-13.1%	-1.5	7.08µM*	-20.4%	-28.1%	-28.2%	?	3.6%	3.9%	-31.5%[inhibitor]
CCOC(=O)c1ccc(S(=O)(=O)NNC(=O)COc2ccc(C)cc2)cc1	0.6%	0.9%	0.2	-6.1%	-1.6%	-2.4%	-23.8%	-5.4%	7.6%	-0.5%	-4.4%
Cc1ccc(-c2nnc3n2N=C(c2ccccc2Br)CS3)cc1	-3.4%	-1.2%	?	2.2%	?	-4.8%	-39.9%	-43.7%	-8.3%	-0.7%	0.0%
CC(C)(C)OC(=O)N1CCCN(C(=O)Nc2cccc(Cl)c2)CC1	-0.4%	-0.2%	?	-13.0%	-1.3%	-0.5%	22.0%	26.5%	-0.9%	2.5%	-0.4%
O=[N+]([O-])c1cccc2ccc(N3CCOCC3)nc12	6.2%	-19.3%	0.9	2.3%	?	2.1%	38.5%	23.0%	/	-1.6%	14.0%
CC(C)(C)c1ccc(S(=O)(=O)N2CCCCC2C(=O)NCc2ccccn2)cc1 (configuration not stated)	27.8%	0.4%	-4.0	2.51µM*	?	-0.2%	0.0%	?	?	-14.4%	-1.1%
COc1cc(NC(=O)Cn2cnc(S(=O)(=O)N3CCOCC3)c2)cc(OC)c1OC	0.7%	0.4%	-3.3	5.0%	5.7%	1.5%	35.2%	-3.4%	1.1%	-2.9%	-2.9%
Cc1cc(C)cc(NC(=O)c2ccc(NC(=O)C3C4CC5OC(=O)C3C5C4)cc2)c1 (configuration not stated)	-2.1%	-10.3%	0.3	7.7%	1.4%	-1.1%	-3.1%	7.7%	-5.9%	-7.5%	-2.2%
c1ccc2c(c1)nnn2Cc1nnc2sc(-c3ccc4c(c3)OCCO4)nn12	?	0.7%	-5.4	1.3%	-12.4%	1.4%	-3.9%	7.7%	5.5%	-3.8%	-6.7%
COC(=O)c1cc(OC)ccc1-c1ccc(OC)cc1	2.7%	0.7%	4.0	-2.2%	-0.8%	1.5%	-4.5%	8.1%	0.7%	-2.4%	3.2%
CCOC(=O)c1cn2c(C)cccc2n1	6.6%	0.9%	-3.6	25.1%	3.1%	-2.1%	42.8%	15.4%	-1.8%	-0.8%	4.2%
Cc1ccc(C)c(-n2c(SCC(=O)O)nc3sc4c(c3c2=O)CCCC4)c1	-4.6%	0.3%	0.3	-15.4%	?	-7.8%	-12.2%	-0.1%	-5.0%	0.2%	-7.4%
Cc1ccc(/C=N/NC(=O)c2nnn(-c3nonc3N)c2CN(C)C2CCCCC2)cc1	4.9%	1.6%	-0.7	-4.1%	?	-3.3%	-6.3%	-3.2%	3.1%	1.9%	-2.5%
CCN1C(=NCCc2ccccn2)N[C@@H](c2cccc(F)c2)C(C(=O)OC)=C1C	-1.4%	2.5%&0.3%	2.0&-2.0	-5.0%&2.2%	-15.2%	2.8%&0.2%	-3.3%	-26.2%&-9.9%	12.8%	-0.6%&0.0%	-4.5%&0.0%
O=S(=O)(NC1=NCCC1)c1ccc(F)cc1F	-0.7%	1.9%	-2.1	7.5%	-0.2%	-3.4%	-0.9%	2.8%	2.0%	-3.5%	4.0%
N#C/C(=C(/O)c1ccc(Br)s1)c1nc2ccccc2[nH]1	2.2%	?	2.0	0.0%	?	-14.7%	-56.8%	1µM*	/	-2.5%	-7.5%
N#Cc1cc(Nc2c(N)nc[nH]c2=O)c([N+](=O)[O-])cc1C#N	-1.2%	-0.4%	-3.2	-2.0%	-3.0%	0.0%	-20.9%	-3.8%	-5.6%	-9.7%	3.6%
